Screening data as filed in PubChem.
CAL PDZ FP-1 = human CAL PDZ-peptide interaction inhibition; AID 504414; purified CAL PDZ, TMR-peptide fluorescence polarization, 1 h; hit rate 0.02% among 330,000; Q9HD26; inhibition, % at 20 µM;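 active = highest replicate inhibition of at least 40%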;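 also: plate controls were DMSO neutral control wells for no effect and unlabeled competitor peptide control wells for full effect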
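Test system: tagged CAL PDZ domain / Buffer or medium: sodium phosphate/NaCl buffer pH 7.4 with TCEP, IgG, Thesit / Reagent: TMR-labelled reporter peptide T*-PRC34 bound in PDZ groove / Compound dosing: single point, 20 µM / Schedule: 1 h incubation at room temperature before polarization reading / Technique: fluorescence polarization (mP) / Benchmarks: unlabelled peptide, DMSO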
cardiac RTF act = cardiac RTF calcium sensitization; P19429+P45379; IANBD-labeled TnC RTF fluorescence at EC20 calcium; 0% EC20 calcium, 100% full calcium; activation, % at 7.2 µM; hit rate 0.24% among 340,000; AID 493008;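 active = activation above the mean over all tested compounds plus 3 SD, cut at about 30% in these data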;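 also: rise in fluorescence read as greater calcium sensitivity of cardiac thin filaments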
CDK5 inh = blocks human CDK5/p35 kinase activity. AID 488839. inhibition, % at 10 µM. Recombinant CDK5/p35, ADP-Glo luminescence, 60 min. Q00535+Q15078. hit rate 0.01% among 330,000;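 active = highest replicate inhibition of at least 50% and at least 75% of replicates reaching 50%; inconclusive = only one of the two criteria met; inactive = both criteria failed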;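 also: plate controls were DMSO neutral control for no effect and GW8510 at 10 µM for full effect; many of its hits are not listed in these tables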
Target sequence (Q00535 whole entry, looked up): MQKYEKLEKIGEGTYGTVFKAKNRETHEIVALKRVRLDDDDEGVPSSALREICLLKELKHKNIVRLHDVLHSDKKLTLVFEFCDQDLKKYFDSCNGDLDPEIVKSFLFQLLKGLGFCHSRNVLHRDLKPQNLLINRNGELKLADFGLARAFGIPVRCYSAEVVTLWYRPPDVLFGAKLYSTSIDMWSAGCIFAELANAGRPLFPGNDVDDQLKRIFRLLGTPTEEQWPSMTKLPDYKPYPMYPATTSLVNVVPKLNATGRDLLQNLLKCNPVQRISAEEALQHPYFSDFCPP
Target sequence (Q15078 whole entry, looked up): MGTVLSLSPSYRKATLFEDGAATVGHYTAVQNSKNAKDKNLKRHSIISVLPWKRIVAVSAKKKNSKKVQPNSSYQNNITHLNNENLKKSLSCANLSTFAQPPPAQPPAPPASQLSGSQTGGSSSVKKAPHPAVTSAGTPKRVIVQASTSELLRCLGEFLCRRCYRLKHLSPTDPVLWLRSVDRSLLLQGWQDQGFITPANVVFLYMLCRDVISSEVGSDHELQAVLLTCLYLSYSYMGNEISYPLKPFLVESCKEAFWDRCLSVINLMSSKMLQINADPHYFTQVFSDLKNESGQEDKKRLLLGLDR
Wnt act = Wnt/beta-catenin pathway activation; Wnt/beta-catenin reporter cell assay, activator, plate reader; activation, % at 9.35 µM; hit rate 1.2% among 300,000; AID 743398; in the data active = activation above about 30%, passing the limit was not always enough; inconclusive = no clear call, values can overlap the other calls;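 also: 0% = neutral control wells and 100% = positive control wells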
CAL PDZ FP-2 = inhibitors of human CAL PDZ peptide binding. purified CAL PDZ, TMR-peptide fluorescence polarization, 1 h. inhibition, % at 24.9 µM. hit rate 0.92% among 300,000. AID 602252;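 active = mean inhibition of at least 30% with at least half of replicates also reaching 30%; inconclusive = no clear call, values can overlap the other calls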;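 also: 0% = DMSO neutral control and 100% = excess unlabeled competitor peptide PRC23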
dFosB activator = activators of mouse delta FosB homodimer; purified delta FosB, TAMRA-CDK5 oligo fluorescence polarization; percent of positive-control signal above neutral wells; hit rate 0.99% among 340,000; activation, % at 25 µM; AID 493131; P13346;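 active = mean activation above about 17%, with every replicate also reaching it, limit read from the data, passing the limit was not always enough; inconclusive = only one of the two conditions met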;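 also: fluorescence polarization rise as delta FosB binds a TAMRA Cdk5 AP-1 oligo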
Target sequence (P13346 whole entry, looked up): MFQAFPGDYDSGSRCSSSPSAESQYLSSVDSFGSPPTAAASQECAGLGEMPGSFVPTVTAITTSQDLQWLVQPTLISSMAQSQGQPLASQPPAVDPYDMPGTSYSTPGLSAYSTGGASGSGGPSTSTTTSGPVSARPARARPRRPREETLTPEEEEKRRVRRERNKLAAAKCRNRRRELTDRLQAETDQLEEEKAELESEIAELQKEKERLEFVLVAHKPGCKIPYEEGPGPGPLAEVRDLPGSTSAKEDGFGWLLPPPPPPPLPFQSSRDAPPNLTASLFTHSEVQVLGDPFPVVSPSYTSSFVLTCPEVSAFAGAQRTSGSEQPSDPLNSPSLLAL
Tat export inh = blocks Tat-dependent protein export in E. coli | AID 488895 | inhibition, % at 10 µM | E. coli MC4100 TorA-mCherry Tat export, fluorescence | hit rate 0.036% among 340,000;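 active = mean replicate inhibition at least 50% and at least half of replicates individually reaching 50%; inconclusive = only one of the two criteria met; inactive = neither criterion met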;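 also: exported cargo escapes ClpAP degradation while cytoplasmic cargo is degraded and loses fluorescence; 0% = median of neutral control wells and 100% = median of NaSCN control wells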
V-ATPase pHluor = regulators of yeast V-ATPase proton transport | S. cerevisiae, pHLuorin cytosolic pH fluorescence | response, % at 10 µM | hit rate 0.37% among 350,000 | AID 504577; in the data active = response mostly above about 7.3%, no sharp cut-off; inactive = mostly below about 5.4%; also: actives read high; inactives centre near 0; some compounds called inactive have numbers as strong as hits
MITF act = increases MITF-driven TRPM1 promoter luciferase signal; SK-MEL-5 TRPM1-promoter luciferase, 24 h; % of positive control, neutral wells = 0; activation, % at 12.5 µM; hit rate 0.75% among 300,000; AID 588334;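 active = mean activation of at least 80% with every replicate also reaching 80%; inconclusive = mean reaches 80% but some replicate falls short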;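 also: 0% = neutral control wells and 100% = parthenolide positive control wells; values of inactives mirror those of a sister screen read the other way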
Rtt109 HAT inh = inhibitors of Candida albicans Rtt109/Vps75 histone acetyltransferase | Q5AAJ8 | purified Rtt109/Vps75, ThioGlo CoA-SH fluorescence, 4 h | inhibition, % at 34.9 µM | hit rate 0.16% among 330,000;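 active = inhibition of at least 50% in every replicate; inconclusive = best replicate reaches 50% inhibition but some replicates fall short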
The depositor's hits bear a star; ? = inconclusive; · = no result given.

No.	SMILES	CAL PDZ FP-1	cardiac RTF act	CDK5 inh	Wnt act	CAL PDZ FP-2
1	COc1ccc(C(CNC(=O)CCNC(=O)c2ccccc2Cl)N2CCCC2)cc1 (stereo unspecified)	0.0	-1	-0.7	-3	9
2	COc1ccc(C2C(C(=O)c3cccs3)=C(O)C(=O)N2CCN2CCOCC2)c(OC)c1 (stereo unspecified)	-0.6	4	-1.1	-1	-2
3	CC(=O)NC1=NN(C(C)=O)C(c2cccc([N+](=O)[O-])c2)S1 (stereo unspecified)	-1.9	-3	-3.2	2	-5
4	COc1cc(NC(=O)COC(=O)c2[nH]c(C)c(C(C)=O)c2C)cc(OC)c1	-3.6	-3	-0.2	-6	-6
5	Nc1ccc(C#Cc2ccccc2)cc1	-2.0	-3	4.2	·	3
6	COc1ccc(OC)c(S(=O)(=O)NCC(=O)NC2CCCc3ccccc32)c1 (stereo unspecified)	-2.1	-8	1.1	-2	4
7	CCOC(=O)C1(CCOC)CCN(Cc2ccc(COC)o2)CC1	0.2	3	0.3	-1	-2
8	COc1ccccc1N1CCN(S(=O)(=O)c2cnc[nH]2)CC1	-1.1	2	1.5	-3	·
9	Nc1c(C(=O)NC2CCCC2)sc2nc(-c3cccs3)ccc12	0.5	1	1.6	·	-4
10	O=C(COC(=O)c1ccc(Cl)nc1)Nc1ccc2ccccc2c1	-1.6	-5	0.4	-2	-4
11	Cc1csc(NC(=O)C2CCN(C(=O)c3ccccc3C)CC2)n1	-3.1	13	-1.9	-1	4
12	O=C(Nc1ccc(NC(=O)c2cccs2)cc1)c1ccc(Br)o1	-1.7	5	1.6	·	1
13	COc1ccc(N2CCN(C(=O)CSc3nnc4c(C)cc5ccc(C)c(C)c5n34)CC2)cc1	-1.2	-6	0.2	·	·
14	O=C(Nc1nc(-c2ccc(-c3ccccc3)cc2)cs1)C1=COCCO1	0.3	0	-0.2	·	-2
15	C/C(=N\NC(=O)c1cccc(S(=O)(=O)Nc2ccccc2Cl)c1)c1ccc(-n2ccnc2)cc1	-0.4	-12	-0.8	9	-2

No.	dFosB activator	Tat export inh	V-ATPase pHluor	MITF act	Rtt109 HAT inh
1	-5	-1	-2	1	3
2	12	1	-5	·	4
3	-3	-3	-1	-6	5
4	0	-2	-1	-19	-3
5	-5	-1	-4	-15	5
6	-9	-5	6	-9	2
7	-8	6	2	5	-5
8	-4	8	-4	·	5
9	-7	4	-4	33	-12
10	6	6	5	18	-3
11	0	1	4	3	4
12	5	-3	2	-5	-8
13	-7	-11	1	-5	5
14	-2	-2	0	-4	-1
15	-12	-4	-2	-2	7

Following part.
No.	SMILES	CAL PDZ FP-1	cardiac RTF act	CDK5 inh	Wnt act	CAL PDZ FP-2
16	CC(C)CN(CC(C)C)S(=O)(=O)N1CCC(C(=O)NCc2ccc(F)cc2)CC1	-1.4	1	0.6	·	-4
17	O=C(NCC1CCN(Cc2ccccc2Cl)CC1)Nc1ccccc1F	-0.2	4	1.8	2	-1
18	O=C(CSc1nnc(-c2ccco2)c(-c2ccco2)n1)Nc1ccccc1	0.0	-6	-0.6	7	-2
19	Cn1c(/C=C/N(Cc2ccccc2)c2ccccc2)c([N+](=O)[O-])c(=O)n(C)c1=O	-1.9	-5	-0.7	-3	-3
20	O=C(N[C@@H](Cc1ccccc1)c1nc2ccccc2[nH]1)c1cc([N+](=O)[O-])ccc1Cl	-1.8	-2	-0.5	0	0
21	COc1ccc(OC)c(-c2nc3cc4ccccc4cc3nc2-c2ccccc2)c1	-3.7	0	1.1	·	-7
22	CC(C)(C)c1[nH]nc2c1C(Cc1ccccc1)C(C#N)=C(N)O2 (stereo unspecified)	-1.6	0	-1.4	1	-4
23	N#CC1=C(N)Oc2c(sc3ccccc23)C1c1ccco1 (stereo unspecified)	·	7	-0.8	-11	-3
24	COc1ccc(CCNC(=O)COc2ccc(S(=O)(=O)N3CCOCC3)cc2C)cc1	-2.1	6	-3.2	-3	-7
25	O=c1[nH]c(Nc2ccc(F)cc2)cc2ccccc12	-2.6	-1	2.1	·	0
26	COc1ccc2cc(C3c4cc(OC)c(OC)cc4CCN3C(=O)c3ccco3)c(=O)[nH]c2c1 (stereo unspecified)	-3.5	2	1.0	-1	-5
27	CNc1nnc(-c2ccc(OC)cc2)s1	-0.8	0	-3.0	-2	·
28	Cc1ccc(C(=O)OCN2C(=O)c3ccccc3C2=O)o1	-8.0	4	1.5	1	-15
29	COc1ccc(-c2nn(CCC#N)cc2C(=O)Nc2ccccn2)cc1OC	-7.5	1	1.5	0	-3
30	O=C(Nn1c(O)c(C=C2N=c3ccccc3=N2)sc1=S)c1ccccc1Cl	·	-7	2.0	2	-5

No.	dFosB activator	Tat export inh	V-ATPase pHluor	MITF act	Rtt109 HAT inh
16	-9	5	-1	-2	13
17	-2	-7	2	11	5
18	-1	11	2	1	14
19	2	6	2	11	6
20	-5	-4	4	-11	?
21	-15	-1	0	-4	-5
22	-9	-5	-1	1	-7
23	-22	1	0	-31	5
24	-2	4	4	10	-13
25	-7	-26	-1	-8	-1
26	-10	9	-6	·	18
27	3	-4	-2	55	-9
28	-10	-1	2	-2	-6
29	-2	-2	0	-7	4
30	-7	-9	-6	-5	-1

Carrying on.
No.	SMILES	CAL PDZ FP-1	cardiac RTF act	CDK5 inh	Wnt act	CAL PDZ FP-2
31	COc1ccc(CN2CCN(C3CCC3)CC2CCO)cc1C (stereo unspecified)	-0.5	-1	-3.4	-2	-4
32	O=C(Nc1ccc(CN2CCOCC2)cc1)c1ccc(-c2cc(Cl)ccc2Cl)o1	-0.6	-9	1.0	-8	-6
33	CCCCSc1nnc(-c2ccc(NC(=O)CCc3ccccc3)cc2)n1C	0.0	-1	-0.3	·	-3
34	COc1cccc(C(=O)NC(C)C(c2cccs2)N2CCN(C)CC2)c1 (stereo unspecified)	-0.7	-4	-0.1	·	2
35	O=C1CSC(=S)N1	-0.5	3	-1.5	3	-4
36	Cc1ccc(Nc2nc(=O)c3cccnc3s2)c(Br)c1	-2.1	-2	3.0	-2	·
37	COCCNC(=O)C(OC(=O)CC1Sc2ccccc2NC1=O)c1ccccc1 (stereo unspecified)	-0.3	1	-0.5	0	·
38	COc1ccc(-c2nnn(CC(=O)NCc3cccs3)n2)cc1OC	-1.2	1	0.4	-2	2
39	O=C(CC1SCCNC1=O)Nc1cccc(Cl)c1 (stereo unspecified)	-0.6	-7	·	11	-2
40	Cc1ccc(C(=O)NCc2ccccc2F)cc1S(=O)(=O)N1CCCC1	-1.8	-4	-0.9	-2	-5
41	Cc1ccc(OCCCn2ccnc2)c(Br)c1	0.1	-5	2.7	-1	-2
42	CSc1oc(-c2ccccc2)nc1S(=O)(=O)c1ccc(F)cc1	-2.6	3	-1.8	-1	0
43	Cc1oc(-c2ccccc2Cl)nc1CS(=O)CC(=O)NCc1ccccc1Cl (stereo unspecified)	-2.4	1	-1.7	1	-1
44	CCCn1nnc(NC(=O)c2ccc(Br)cc2)n1	-1.9	-6	-2.6	-4	-1
45	CC(C)N(Cc1nccn1C)C(=O)c1ccc2oc(CCCc3ccccc3)nc2c1	-3.4	-5	-3.1	0	-4

No.	dFosB activator	Tat export inh	V-ATPase pHluor	MITF act	Rtt109 HAT inh
31	-9	-10	4	·	5
32	26*	8	-1	-4	-6
33	9	-6	-2	-10	0
34	8	-4	-5	16	-5
35	1	10	-3	3	11
36	-17	9	-1	·	3
37	-9	4	3	·	-5
38	30*	-4	-1	-8	-12
39	-10	?	-2	12	-2
40	-6	-10	-3	-11	2
41	-2	6	3	·	·
42	-11	4	5	0	-11
43	-9	3	-8	-4	3
44	-9	6	3	57	15
45	0	-1	-3	-14	3

The last three entries of the section above open the next one:
No.	SMILES	CAL PDZ FP-1	cardiac RTF act	CDK5 inh	Wnt act	CAL PDZ FP-2
43	Cc1oc(-c2ccccc2Cl)nc1CS(=O)CC(=O)NCc1ccccc1Cl (stereo unspecified)	-2.4	1	-1.7	1	-1
44	CCCn1nnc(NC(=O)c2ccc(Br)cc2)n1	-1.9	-6	-2.6	-4	-1
45	CC(C)N(Cc1nccn1C)C(=O)c1ccc2oc(CCCc3ccccc3)nc2c1	-3.4	-5	-3.1	0	-4
46	Cc1ccc2nc(C)c(C(=O)N/N=C/c3ccc(N4CCOCC4)cc3)cc2c1	-0.3	-1	-0.3	·	-1
47	CC1CN(Cc2ccccn2)CCC1=O (stereo unspecified)	0.3	3	1.9	0	-5
48	O=C(Nc1ccccc1N1CCOCC1)c1ccc2c(c1)OCO2	-0.8	3	0.4	-2	4
49	Cc1ccc2nc(SCC(=O)Nc3c(F)cccc3F)[nH]c2c1	-1.8	2	-0.6	3	-6
50	CCCCNC(=O)c1ccc(N2CCC3(CC2)OCCO3)c([N+](=O)[O-])c1	-0.9	-1	2.2	0	-3
51	NC(CSCc1cccc(Br)c1)C(=O)O (stereo unspecified)	0.0	11	0.2	-1	·
52	CCOc1ncccc1C(=O)Nc1cccc(-n2cnnn2)c1C	1.2	5	0.1	-4	·

No.	dFosB activator	Tat export inh	V-ATPase pHluor	MITF act	Rtt109 HAT inh
43	-9	3	-8	-4	3
44	-9	6	3	57	15
45	0	-1	-3	-14	3
46	-3	5	-2	3	-4
47	-2	2	-2	6	-7
48	-2	0	1	-9	0
49	10	6	6	7	-7
50	-6	4	0	8	-4
51	-8	-5	-2	-3	-1
52	-9	-3	-2	0	-2
